GDH-TPI inh: GDH-TPI coupled enzyme inhibition counter-screen; GDH-TPI coupled enzyme counterscreen, NADH absorbance; inhibition, % at 4.8 µM; hit rate 1.2% among 360,000; AID 588335;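 also: 0% = DMSO wells and 100% = wells lacking the enzyme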
BoNT-F LC inh: BoNT F light chain protease inhibition | hit rate 0.22% among 360,000 | inhibition, % at 10 µM | Multiplex microsphere protease cleavage assay, flow cytometry; in the data active = inhibition above about 35%, passing the limit was not always enough; also: plate controls were buffer without enzyme for full effect and enzyme alone for no effect
DUSP3 inh: DUSP3 (human) phosphatase inhibition | P51452 | recombinant VHR phosphatase, pNPP absorbance | inhibition, % at 13.3 µM | hit rate 0.52% among 290,000 | AID 1654; in the data active = inhibition above about 50%; also: some compounds called inactive have numbers as strong as hits
Mtb UGM inh: Mtb UDP-galactopyranose mutase inhibition. purified UGM, fluorescence polarization probe displacement. hit rate 0.06% among 320,000. P9WIQ1. inhibition, % at 10 µM; in the data active = inhibition above about 10%, passing the limit was not always enough
Target sequence (P9WIQ1 whole entry, looked up): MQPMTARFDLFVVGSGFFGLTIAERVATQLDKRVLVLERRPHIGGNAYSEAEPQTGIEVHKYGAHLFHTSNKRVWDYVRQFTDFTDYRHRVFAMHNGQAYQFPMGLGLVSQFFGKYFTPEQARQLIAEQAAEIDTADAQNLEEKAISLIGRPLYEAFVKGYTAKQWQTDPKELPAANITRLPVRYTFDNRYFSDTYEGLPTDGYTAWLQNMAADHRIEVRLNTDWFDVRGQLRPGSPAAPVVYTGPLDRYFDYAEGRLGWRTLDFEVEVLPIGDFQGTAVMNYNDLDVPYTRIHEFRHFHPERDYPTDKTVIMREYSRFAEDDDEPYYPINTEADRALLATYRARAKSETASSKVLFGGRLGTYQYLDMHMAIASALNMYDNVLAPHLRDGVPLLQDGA
FadD28 FP inh: inhibitors of Mycobacterium tuberculosis FadD28 bisubstrate binding; AID 588549; hit rate 0.22% among 360,000; FadD28 bisubstrate probe binding, fluorescence polarization; inhibition, % at 12.5 µM; in the data active = inhibition above about 8.5%, passing the limit was not always enough
CCHF vOTU inh: blocks the CCHF virus ovarian tumor domain protease | inhibition, % at 11.5 µM | hit rate 0.55% among 370,000 | AID 651958 | CCHFV vOTU protease, Pep-AMC fluorescence; also: 0% = vehicle wells with enzyme and 100% = no enzyme wells
Mtb FBA inh: inhibitors of M. tuberculosis fructose-bisphosphate aldolase; P9WQA3; purified M. tuberculosis FBA, fluorescence read-out; inhibition, % at 1 µM; hit rate 2.3% among 360,000; AID 588726; in the data active = inhibition above about 27%;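 also: 0% = vehicle and 100% = reference inhibitor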
Target sequence (P9WQA3 whole entry, looked up): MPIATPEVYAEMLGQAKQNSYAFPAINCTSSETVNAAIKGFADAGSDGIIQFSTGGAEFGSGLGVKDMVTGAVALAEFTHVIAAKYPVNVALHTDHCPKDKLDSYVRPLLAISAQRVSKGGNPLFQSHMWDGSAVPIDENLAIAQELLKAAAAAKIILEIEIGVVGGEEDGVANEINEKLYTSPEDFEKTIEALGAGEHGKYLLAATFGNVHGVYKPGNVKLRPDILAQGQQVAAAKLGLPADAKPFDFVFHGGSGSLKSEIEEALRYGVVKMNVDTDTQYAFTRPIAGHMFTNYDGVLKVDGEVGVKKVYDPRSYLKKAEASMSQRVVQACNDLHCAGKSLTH
MazF activator: increases E. coli MazEF RNase cleavage of RNA. P0AE70. FAM/BHQ RNA-DNA oligo cleavage fluorescence, 5 h. activation, % at 20 µM. hit rate 0.32% among 350,000; in the data active = activation above about 50%
Target sequence (P0AE70 whole entry, looked up): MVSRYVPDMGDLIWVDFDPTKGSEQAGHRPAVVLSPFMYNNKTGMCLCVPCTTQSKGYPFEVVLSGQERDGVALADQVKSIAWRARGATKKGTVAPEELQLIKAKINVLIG
Mtb BioA inh: blocks M. tuberculosis BioA enzyme activity. inhibition, % at 9.99 µM. hit rate 0.096% among 360,000. purified M. tuberculosis BioA enzyme, plate reader; in the data active = inhibition above about 40%
Rv3671c inh: inhibits the M. tuberculosis serine protease Rv3671c; P9WHR9; inhibition, % at 5.96 µM; hit rate 0.048% among 320,000; AID 2606; in the data active = inhibition above about 38%;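 also: extracellular domain of Rv3671c used as enzyme; 0% = enzyme with DMSO and 100% = no enzyme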
* hit, by the source's call; nt = no result given; + = active, no number. Rule as the data show it, unless noted: active = inhibition above about 30%; inactive = the rest.

Each structure is followed by: GDH-TPI inh	BoNT-F LC inh	DUSP3 inh	Mtb UGM inh	FadD28 FP inh	CCHF vOTU inh	Mtb FBA inh	MazF activator	Mtb BioA inh	Rv3671c inh
1	Cc1ccc(-n2c(=O)c3cc4c(=O)n(-c5ccc(C)c(C)c5)c(=O)c4c(C(=O)c4ccc(C(=O)O)cc4)c3c2=O)cc1C
→ -9	-8	nt	-0.5	-3.1	-2	0	-23	-0.8	7
2	CC(=O)N1c2ccc(S(=O)(=O)N3CCCC3C(=O)Nc3cccc(F)c3)cc2CC1C (stereo not given)
→ -1	-6	33	0.5	-0.6	2	-1	9	3.1	1
3	COc1ccc(CNC(=O)C(OC(=O)c2ccco2)c2ccc(F)cc2)cc1 (stereo not given)
→ -4	23	35	-1.0	-1.4	-7	3	-1	0.6	11
4	CCN(CC(=O)Nc1ccc(OC)cc1)C(=O)c1cc(-c2cccs2)nn1-c1ccccc1
→ -2	nt	nt	-0.1	-3.8	4	-1	0	-1.6	-3
5	O=c1c2ccccc2nnn1CSc1ccc2ccccc2n1
→ 10	6	1	1.6	-0.1	4	3	1	nt	-14
6	CC(=O)Nc1cc(F)c2c(c1F)Cc1cc(F)ccc1-2
→ 6	2	nt	nt	-4.6	4	-2	-2	-0.4	nt
7	C=CCC(COCc1ccccc1)NS(=O)(=O)c1ccccc1Br (stereo not given)
→ 13	4	14	-0.7	-4.5	8	-2	7	0.1	-2
8	Cc1cc(NC(=O)C(C)SCC(=O)N(C)CC(=O)Nc2ccccc2Br)no1 (stereo not given)
→ 3	6	nt	4.8	-1.0	-9	1	3	-0.4	1
9	O=C(CC1NC(=S)NC1=O)c1ccc(Cl)cc1 (stereo not given)
→ 10	-2	25	5.3	0.4	-9	9	0	-0.5	6
10	CCCC(=O)Nc1cc(OCC)c(NC(=O)NC2CCCCC2)cc1OCC
→ 2	-19	14	-0.7	-3.3	-3	-1	8	-4.1	-5
11	Cc1cc(C(F)F)nn1CC(=O)NCc1ccco1
→ 1	6	8	1.3	0.5	-1	2	4	nt	6
12	CCCS(=O)(=O)c1ncc(Cl)c(C(=O)Nc2ccc(S(=O)(=O)Nc3ncccn3)cc2)n1
→ 11	0	-7	-0.4	-0.9	-22	-4	11	-2.3	0
13	Cc1n[nH]c(=O)n(N=Cc2cccs2)c1=O
→ -5	0	nt	nt	-4.7	-12	-5	4	0.1	nt
14	CCc1cc(=O)oc2c(C)c(O)c(CN3CCCCC3)cc12
→ 32*	-7	8	2.1	-1.4	-311	+	9	nt	-4
15	O=C(COC(=O)c1cccc(Cl)c1)Nc1cccc(S(=O)(=O)NC2=NCCC2)c1
→ -2	0	nt	2.3	-1.2	-2	-1	-3	-0.9	-13
16	COc1ccc2nc(SCC(=O)N(C)C3CCCCC3)c(C#N)cc2c1
→ 11	12	10	0.7	-2.8	14	-2	-10	-1.4	-7
17	COc1cc(-c2nc3ccccc3s2)ccc1O
→ 19	4	27	2.0	0.2	-39	150*	4	2.8	1
18	O=C1OC2(c3ccccc3)C3CCCC2C13
→ 7	0	17	-0.6	-3.5	0	2	2	-0.9	1
19	COc1cc(C(=O)C(=O)c2cc(OC)c(O)c(OC)c2)cc(OC)c1O
→ -3	-21	53*	1.5	-1.4	-15	-2	-3	-3.3	-5
20	CC(=O)C1C2c3ccccc3OC1(C)N=c1s/c(=C/c3cn(C)nc3C)c(=O)n12 (stereo not given)
→ 36*	0	23	-2.4	-0.7	16	1	4	nt	11

Exported with one line to a screen: entries from further up
16. COc1ccc2nc(SCC(=O)N(C)C3CCCCC3)c(C#N)cc2c1
4. CCN(CC(=O)Nc1ccc(OC)cc1)C(=O)c1cc(-c2cccs2)nn1-c1ccccc1

compound no.	16	4
GDH-TPI inh	11	-2
BoNT-F LC inh	12	nt
DUSP3 inh	10	nt
Mtb UGM inh	0.7	-0.1
FadD28 FP inh	-2.8	-3.8
CCHF vOTU inh	14	4
Mtb FBA inh	-2	-1
MazF activator	-10	0
Mtb BioA inh	-1.4	-1.6
Rv3671c inh	-7	-3

Following part:
Each structure is followed by: GDH-TPI inh	BoNT-F LC inh	DUSP3 inh	Mtb UGM inh	FadD28 FP inh	CCHF vOTU inh	Mtb FBA inh	MazF activator	Mtb BioA inh	Rv3671c inh
21	Cc1cc(OCC(=O)Nc2ccc(S(=O)(=O)NC3=NCCCCC3)cc2)c(C(C)C)cc1Cl
→ 1	-7	-4	0.2	0.2	-9	-4	-1	0.5	-52
22	COc1cccc(OCC(=O)NNC(=O)C(=O)Nc2ccc(OC)cc2OC)c1
→ 8	3	-11	2.4	0.8	-9	2	-1	-2.2	-7
23	O=C(CSc1nccc(=O)[nH]1)N1CCc2ccccc2C1
→ 7	0	24	0.6	1.3	1	1	-1	1.5	-3
24	Cc1[nH]nc(N)c1-c1ccccc1
→ 4	1	-23	-3.2	-2.5	6	2	-29	nt	4
25	CCOC(=O)C(C)Oc1nc(Oc2ccccc2)nc(N(C)C)n1 (stereo not given)
→ -8	5	27	-1.4	-2.4	3	4	-1	1.3	-1
26	Cn1cc(CN2CCC(C(=O)NC(c3ccc(-c4ccccc4)cc3)c3cnccn3)CC2)c2ccccc21 (stereo not given)
→ 1	-20	nt	nt	-6.3	20	3	nt	-0.1	nt
27	COC(CNC(=O)CCc1c(C)nc2c(c(C)nn2-c2ccc(C)cc2)c1C)OC
→ 19	3	-20	0.6	-1.8	-9	40*	7	0.5	nt
28	CN(C)N1C(N)=C(C#N)C(c2cccc(Cl)c2)C2=C1CCCC2=O (stereo not given)
→ 11	18	77	3.5	nt	10	6	3	-0.4	0
29	Cc1ccc(C2Oc3ccccc3C3=C2C(c2cccs2)n2ncnc2N3)cc1 (stereo not given)
→ 6	9	10	-0.7	0.3	-4	3	-4	-0.3	-2
30	c1cncc(-c2nc(NCCCn3ccnc3)c3ccccc3n2)c1
→ 8	-4	26	2.1	-2.7	1	0	3	nt	4
31	COc1ccc(OCc2cc(C(=O)NC(C)c3csc(C)n3)no2)c(Cl)c1 (stereo not given)
→ -13	-6	3	1.1	-3.3	-13	-1	-5	0.8	3
32	COc1ccccc1NS(=O)(=O)c1ccc2[nH]c(=S)oc2c1
→ 14	-50	nt	-1.0	-0.5	-5	0	-8	nt	-1
33	CC1CCc2sc(C(=O)OCC(=O)NC(N)=O)cc2C1 (stereo not given)
→ 2	1	-13	5.9	-2.8	-2	3	1	-1.3	-6
34	Cc1cc(C(=O)Nc2cccc(S(=O)(=O)N3CCCCC3)c2)c2ccccc2n1
→ 0	0	17	2.3	-4.2	4	6	7	-0.9	3
35	O=C(CC1C(=O)NCCN1Cc1cccc(F)c1F)NC1CCCCCC1 (stereo not given)
→ -5	-11	10	-1.1	-3.1	5	4	-2	-1.3	4
36	CCOC1=C2[C@H](c3ccc(C)cc3)N(S(=O)(=O)c3ccc(C)cc3)C[C@H]2n2c(=O)n(-c3ccccc3)c(=O)n2C1
→ nt	-1	nt	nt	-1.7	0	5	nt	-1.0	nt
37	COC(=O)C[C@H]1C[C@H]2c3cc(NC(=O)C4CCOCC4)ccc3O[C@H]2[C@@H](CO)O1
→ -3	-3	nt	nt	-0.3	-8	-2	4	-1.5	nt
38	CCCNC(=O)C(Cc1ccccc1)NC(=O)c1ccccn1 (stereo not given)
→ -4	-2	nt	-0.8	-3.5	1	-1	1	-0.5	12
39	O=C(NCc1ccccn1)c1ccc([N+](=O)[O-])cc1
→ 3	-2	18	-0.4	-1.5	-12	1	2	nt	-8
40	COC(=O)C1=C(C)NC(=S)NC1c1ccc(-c2cc(Cl)ccc2Cl)o1 (stereo not given)
→ 18	0	-4	-1.2	-5.3	26	-8	-12	nt	-40
41	O=C(COC(=O)Cc1cccs1)NCc1ccc(F)cc1
→ 2	-11	-3	-3.6	-0.2	-34	-1	0	1.2	-1
42	COc1nn(-c2nc(-c3ccccc3)cc(C(F)(F)F)n2)cc1[N+](=O)[O-]
→ 1	9	3	-1.0	2.0	-9	-1	3	nt	-1
43	CC[C@@H](C)[C@H](CN[C@H](CNC)[C@@H](C)O)NCCc1ccc(OC)cc1
→ 0	-4	13	0.0	-0.9	8	5	2	0.1	4
44	COc1ccc(CN(C)C(=O)c2ccccc2OCc2c(C)noc2C)cc1OC
→ 1	-6	nt	0.5	-1.3	-2	-2	8	0.4	3
45	CCc1n[nH]c(=S)n1/N=C/c1ccc(N(C)c2ccccc2)cc1
→ 28	2	30	1.9	-1.6	1	8	-10	1.2	10
46	C=CCOC(=O)C1=C(C)NC(=S)C(C#N)(CC=C)C1c1ccccc1Cl (stereo not given)
→ 18	-4	8	2.4	-2.2	12	-1	-1	0.3	3
47	O=C(CN1CCN(c2ccc(O)cc2)CC1)Nc1ccc(SC(F)F)cc1
→ -4	-8	-7	3.6	-1.4	-10	1	1	2.4	-3
48	CCOC(=O)Cc1csc(NC(=O)c2c(C)noc2C)n1
→ 0	-3	1	4.5	-1.3	-8	2	-7	0.6	5
49	O=C(NCCN=C1NS(=O)(=O)c2ccccc21)c1ccc2nccnc2c1
→ 9	-42	8	-2.0	-2.1	6	-3	5	-1.2	0
50	Cn1c(NC(=O)/C=C/c2ccc(Cl)c(Cl)c2)cc(=O)n(C)c1=O
→ 14	1	-7	-0.5	-3.4	9	0	33	0.4	-1
51	CC(C)(C)c1ccc(O)c(N=Cc2cc(Br)ccc2O)c1
→ -8	7	-1	-1.7	-4.6	-4	-4	-53	-1.1	1
52	O=[N+]([O-])c1ccc(N2N=C(c3ccccc3)CC2c2ccccc2O)cc1 (stereo not given)
→ 4	-8	64	1.1	-0.5	9	-12	nt	nt	nt
53	CCCC(c1nnnn1CCc1ccccc1)N1CCN(C(=O)c2ccco2)CC1 (stereo not given)
→ 3	-36	24	0.8	-2.3	19	-2	4	27	0
54	CSc1nc2cc(S(=O)(=O)N3CCCCC3)ccc2s1
→ -4	20	20	nt	-6.4	1	0	2	0.6	nt
55	CC1(C)CC(=O)C(CC2=C(O)CC(C)(C)CC2=O)=C(O)C1
→ -2	-1	-13	0.4	0.0	-13	3	-4	-1.2	-1
56	CC(C)NC(NC(=O)/C=C/c1ccccc1)C(Cl)(Cl)Cl (stereo not given)
→ 3	-2	9	-0.8	0.5	-10	6	10	nt	-1
57	COCc1nn2c(N)c(-c3ccccc3)cnc2c1-c1ccccc1
→ 5	34	6	-0.1	-1.9	-14	6	-16	-1.2	0
58	CCOc1ccc(-c2nc3n(c(=O)c2C#N)CCCS3)cc1
→ 14	4	4	0.0	-0.3	8	10	9	-1.3	-6

From entry 18 up to 20, as listed above:
Each structure is followed by: GDH-TPI inh	BoNT-F LC inh	DUSP3 inh	Mtb UGM inh	FadD28 FP inh	CCHF vOTU inh	Mtb FBA inh	MazF activator	Mtb BioA inh	Rv3671c inh
18	O=C1OC2(c3ccccc3)C3CCCC2C13
→ 7	0	17	-0.6	-3.5	0	2	2	-0.9	1
19	COc1cc(C(=O)C(=O)c2cc(OC)c(O)c(OC)c2)cc(OC)c1O
→ -3	-21	53*	1.5	-1.4	-15	-2	-3	-3.3	-5
20	CC(=O)C1C2c3ccccc3OC1(C)N=c1s/c(=C/c3cn(C)nc3C)c(=O)n12 (stereo not given)
→ 36*	0	23	-2.4	-0.7	16	1	4	nt	11
